Assay outcomes: PubChem BioAssay, several laboratories
GC-B act: human GC-B receptor activators, primary screen, HEK293 GC-B cells, cGMP TR-FRET, EC30 CNP; Atrial natriuretic peptide receptor 2 (Homo sapiens), P20594; 0% at EC30 CNP, 100% saturating CNP; activation, % at 10 µM; 370,000 compounds, 0.11% hits; AID 1920062, 2024;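 active = activation at 10 µM reaching about 35% in either raw or pattern-adjusted values, limit read from the data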
HTRA1 inh: HTRA1 serine protease inhibitors, primary screen, biochemical, fluorescence polarization, HTS; Q92743; recombinant HTRA1, FP-rhodamine activity-based probe; inhibition, % at 5.96 µM; 340,000 compounds, 0.5% hits; in the data active = inhibition above about 36%;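 note: 0% = enzyme with DMSO and 100% = wells lacking enzyme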
rCAG binder: binders of r(CAG) RNA repeats, primary screen, biochemical, fluorescence | inhibition, % at 3 µM | AID 651821, 2012 | r(CAG) RNA repeat, TO-PRO-1 dye displacement fluorescence | 370,000 compounds, 1.3% hits;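 active = inhibition above the plate cutoff, the mean of all test compounds on that plate plus 3 SD, cut at about 35% in these data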;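 note: 0% = DMSO alone and 100% = 100 µM mitoxantrone as full dye displacement; higher means more dye released from RNA so lower well fluorescence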
PG9 binder: binders of HIV-1 gp120 antibody PG9, primary screen, biochemical, TR-FRET; HIV-1 gp120 / PG9 antibody interaction; TR-FRET gp120-PG9 antibody binding; inhibition, % at 6.7 µM; 360,000 compounds, 0.43% hits; AID 624416, 2012; in the data active = inhibition above about 8.5%
Rev-erbA mod: modulators of Rev-erb alpha DNA binding, primary screen, biochemical, FITC-DNA, fluorescence polarization, uHTS; Nuclear receptor subfamily 1 group D member 1 (Homo sapiens), P20393; 370,000 compounds, 0.79% hits; AID 1259318, 2017; activity, % at 10 µM; Rev-erbα–FITC-DNA binding, 90 min;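 active = activity above about 14%, limit read from the data; passing the limit was not always enough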;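 note: 0% = DMSO wells with 35 nM protein and 100% = DMSO wells with 750 nM protein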
Target sequence (P20393 whole entry, looked up): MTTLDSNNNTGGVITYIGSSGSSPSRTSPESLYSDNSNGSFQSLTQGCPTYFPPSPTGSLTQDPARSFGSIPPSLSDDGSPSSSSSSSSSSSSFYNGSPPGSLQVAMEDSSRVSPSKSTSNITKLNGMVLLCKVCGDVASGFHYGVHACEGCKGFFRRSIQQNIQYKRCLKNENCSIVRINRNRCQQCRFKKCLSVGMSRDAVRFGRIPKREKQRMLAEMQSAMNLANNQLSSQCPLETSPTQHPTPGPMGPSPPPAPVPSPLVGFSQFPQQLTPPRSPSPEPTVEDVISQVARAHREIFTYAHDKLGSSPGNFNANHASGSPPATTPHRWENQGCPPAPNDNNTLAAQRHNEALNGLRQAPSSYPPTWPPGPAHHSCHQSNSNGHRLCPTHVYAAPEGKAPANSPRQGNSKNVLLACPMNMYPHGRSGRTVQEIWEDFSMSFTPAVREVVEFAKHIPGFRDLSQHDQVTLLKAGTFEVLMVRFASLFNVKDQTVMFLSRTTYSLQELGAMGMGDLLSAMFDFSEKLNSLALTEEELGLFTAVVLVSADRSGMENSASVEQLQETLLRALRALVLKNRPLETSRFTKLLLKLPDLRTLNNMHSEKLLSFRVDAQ
SMARCA2 act: SMARCA2 (BRM) function activators, primary screen, cell-based, luminescence, high throughput | MG213 cells, MMTV-luciferase reporter, dexamethasone, overnight | activation, % at 9.1 µM | AID 652017, 2013 | 370,000 compounds, 1% hits; in the data active = activation above about 7.8%;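 note: 0% = vehicle wells and 100% = reference activator wells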
GC-A act: GC-A stimulated cGMP production enhancers – HEK293 GC-A cells, cGMP TR-FRET, EC30 ANP, primary screen | Atrial natriuretic peptide receptor 1 (Homo sapiens), P16066 | 0% at EC30 ANP, 100% saturating ANP | AID 1671463, 2021 | 370,000 compounds, 0.14% hits | activation, % at 10 µM; in the data active = activation above about 40%
ASAP1 inh: inhibitors of human ASAP1 ArfGAP activity, primary screen, biochemical, fluorescence polarization; inhibition, % at 16.5 µM; 360,000 compounds, 0.19% hits; ASAP1-stimulated ARF1 GTP hydrolysis, GDP FP detection; AID 624377, 2012; in the data active = inhibition above about 25%;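 note: 0% = vehicle with enzyme and substrate and 100% = no enzyme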
Target sequence (Q9ULH1 325-724 limits assumed): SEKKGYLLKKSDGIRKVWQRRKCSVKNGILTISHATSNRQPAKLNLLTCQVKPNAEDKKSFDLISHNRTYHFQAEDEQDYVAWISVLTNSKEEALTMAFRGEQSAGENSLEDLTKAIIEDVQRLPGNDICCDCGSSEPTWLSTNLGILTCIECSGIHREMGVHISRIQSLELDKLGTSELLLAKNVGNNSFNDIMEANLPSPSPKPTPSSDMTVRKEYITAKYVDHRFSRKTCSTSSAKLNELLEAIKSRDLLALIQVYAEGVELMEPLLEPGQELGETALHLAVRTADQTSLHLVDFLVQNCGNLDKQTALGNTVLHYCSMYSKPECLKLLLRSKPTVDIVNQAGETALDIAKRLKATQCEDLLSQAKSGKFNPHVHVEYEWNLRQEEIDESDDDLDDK
ARFGAP1 inh: inhibitors of rat ARFGAP1 GAP activity, primary screen, biochemical, fluorescence polarization, GDP tracer | inhibition, % at 16.5 µM | Arfgap1-stimulated ARF1 GTP hydrolysis, GDP FP detection | ADP-ribosylation factor GTPase-activating protein 1 (Rattus norvegicus), Q62848 | 360,000 compounds, 0.26% hits;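 active = inhibition above a per-plate limit, mean inhibition of low control wells plus 3 SD, cut at about 25% in these data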;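 note: 0% = DMSO wells with enzyme and 100% = wells lacking Arfgap1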
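Assay system: Rat Arfgap1 GAP domain (His6, aa 1-136), purified enzyme | Buffer or medium: HEPES 25 mM pH 7.5, NaCl 150 mM, MgCl2, DTT | Schedule: GTP hydrolysis reaction 2 h at 25 °C | Signal: FP of antibody-bound GDP Alexa 633 tracer, ex 620/em 688 nm | Measure: Percent inhibition of Arfgap1-stimulated GTP hydrolysis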
ABHD4 inh: ABHD4 inhibitors, primary screen, biochemical, fluorescence polarization, mouse; (Lyso)-N-acylphosphatidylethanolamine lipase (Mus musculus), Q8VD66; purified mABHD4, FP-Rh probe fluorescence polarization; inhibition, % at 8.92 µM; 370,000 compounds, 0.54% hits; AID 720543, 2013;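 active = inhibition exceeding the mean over every tested compound plus 3 SD, cut at about 30% in these data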;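 note: 0% = plate median of compound wells and 100% = S159A mutant with DMSO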
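Test system: mABHD4 protein | Buffer or medium: HEPES pH 7.0 buffer, 150 mM NaCl, 0.01% Pluronic F-127 | Probe or stimulus: FP-Rh fluorescent activity-based probe, added after compound pre-incubation | Timing: Pre-incubation 45 min, probe exposure 60 min, at 25 °C | Technique: Fluorescence polarization, excitation 525 nm, emission 598 nm, BODIPY TMR filters | Repeats: Single well per compound (singlicate)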
Numbers without * were called inactive; . = no result given; & = joins results of further samples; ! = repeats disagree.

Molecule	GC-B act	HTRA1 inh	rCAG binder	PG9 binder	Rev-erbA mod	SMARCA2 act	GC-A act	ASAP1 inh	ARFGAP1 inh	ABHD4 inh
CCCCCCCNC(=O)C1(CC2CC(c3cccc(Br)c3)=NO2)CCNCC1 (stereo unspecified)	-16	-7	7	-2.4	-1	2	-10	-4	-10	7
COc1ccc(S(=O)(=O)N2CN3CCN(C3)C2)cc1	4	-14	-2	-1.1	2	-2	1	12	-7	3
CC1CCCCC1NC(=O)c1ccc(NC2=NC3CS(=O)(=O)CC3S2)cc1 (stereo unspecified)	1	3	2	-0.8	-1	-2	-2	3	10	-5
COc1ccc(CCNC(=S)Nc2ccccc2C)cc1	0	-2	-1	-2.2	-4	1	2	-7	3	-1
CC=Cc1cc2c(c(=O)o1)C(=O)C(O)C(C)O2 (stereo unspecified)	-6	2	4	-0.9	0	8	-1	-16	8	0
COc1ccc(-c2oc3ccc(N4CCOCC4)cc3c2C#CCO)cc1	6	11	6	5.6	2	-3	11	8	17	7
COc1cccc(CNc2cccc3cccnc23)c1O	-6	34	6	-1.2	-17	2	4	6	-2	34*
Cc1ccc2nsnc2c1S(=O)(=O)N1CCOCC1	4	9	-2	0.5	-5	-3	-4	-2	-11	6
N/C(=N\OC(=O)Cc1ccc(Cl)cc1)c1ccncc1	-5	0	-4	0.1	-1	-1	4	-23	-6	-4
CCN(C(=O)/C=C/c1ccccc1)C1CCCCC1	0	-2	-8	0.4	-7	-4	2	-3	-1	3
CCN1C(=O)[C@H]2[C@@H](c3ccc(-c4ccc(Cl)c(Cl)c4)c(OC)c3)N3CCCC[C@@]3(C(=O)OC)[C@H]2C1=O	-1	-23	4	-2.4	1	1	-1	1	10	2
O=C(Cc1c(F)cccc1Cl)c1ccc(O)cc1O	4	-3	-1	0.2	5	3	6	6	-3	-7
CC(=O)c1cccc(NC(=O)c2c(-c3c(F)cccc3Cl)noc2C)c1	3	-2	0	-2.6	-6	3	-2	-2	9	-1
COc1ccccc1CNC(=O)C(=O)c1cn(CC(=O)N2CCOCC2)c2ccccc12	0	3	2	0.1	0	-3	-4	12	-4	-8
CCNC(=S)Nc1ccc2ncoc2c1	3	2	0	3.8	-2	-5	-3	11	8	-1
CCC(C)NCCCOc1cc(Cl)ccc1Cl (stereo unspecified)	0	1	7	-0.1	-4	-1	-1	8	-5	9
CC(C)(C)c1ccc(S(=O)(=O)N2CCCC(C(=O)N3CCN(Cc4ccccc4)CC3)C2)cc1 (stereo unspecified)	-3	.	4	.	-1	-4	-2	.	.	-3
COc1ccc(C)cc1S(=O)(=O)n1ccnc1C	-2	8	7	-0.8	2	-5	-2	2	8	9
Cn1c(NCc2c(O)ccc3ccccc23)nc2ccccc21	4	-4	11	-0.2	7	-3	3	4	5	8
COc1cc(N2CCCC2)c(OC)cc1/C=C1/NC(=S)NC1=O	-6	11	19	-9.7	11	-2	-30	10	-5	-49

An excerpt of these results, with two lines to a compound:
Fields: GC-B act, HTRA1 inh, rCAG binder, PG9 binder, Rev-erbA mod, SMARCA2 act, GC-A act, ASAP1 inh, ARFGAP1 inh, ABHD4 inh
- CC(C)(C)c1ccc(S(=O)(=O)N2CCCC(C(=O)N3CCN(Cc4ccccc4)CC3)C2)cc1 (stereo unspecified)
    -3, ., 4, ., -1, -4, -2, ., ., -3
- COc1ccc(C)cc1S(=O)(=O)n1ccnc1C
    -2, 8, 7, -0.8, 2, -5, -2, 2, 8, 9
- Cn1c(NCc2c(O)ccc3ccccc23)nc2ccccc21
    4, -4, 11, -0.2, 7, -3, 3, 4, 5, 8

More records:
Molecule	GC-B act	HTRA1 inh	rCAG binder	PG9 binder	Rev-erbA mod	SMARCA2 act	GC-A act	ASAP1 inh	ARFGAP1 inh	ABHD4 inh
COc1ccc(C)cc1NC(=O)C1CCN(C(=O)Cc2ccccc2)CC1	0	-5	-6	1.2	-3	-1	-2	-5	0	7
Cc1ccc(C(=O)OCC(=O)Nc2ccc(N3CCOCC3)cc2)cc1	2	5	-3	0.9	5	-1	0	9	0	7
COc1ccccc1-n1c(CNC(=O)c2cccc([N+](=O)[O-])c2C)n[nH]c1=S	-1	-1	-2	-1.0	-3	0	2	6	-10	1
CCOC(=O)c1c(N)sc2c(OCC)c(Br)ccc12	-5	-5	10	2.0	3	-3	-2	-7	4	-5
O=C(O)CC(NC(=O)C(c1ccccc1)c1ccccc1)c1ccco1 (stereo unspecified)	0	-4	0	-1.4	-1	0	4	-3	12	3
CC(=O)N1CCN(C(=O)c2ccc(-n3c(C)ccc3C)cc2)CC1	0	-1	2	-0.6	-2	-4	0	-9	1	7
NC(=O)CN1C(=O)NC2(CCCc3sccc32)C1=O (stereo unspecified)	2	-2	5	-1.6	-4	-1	1	4	3	-12
CC(=O)N/C(=N/c1nc(C)cc(C)n1)Nc1ccc(C)cc1C	1	0	5	1.0	1	0	-2	7	7	2
CSc1nsc(SCC(=O)N2CCCCC2)n1	6	6	-1	0.0	8	3	4	-3	4	2
COc1ccc2cc(C(=O)C3CCCN(Cc4ccccn4)C3)ccc2c1 (stereo unspecified)	-1	-5	-7	-1.2	-4	0	0	-11	-1	1
CCOc1cccc(/C=N/N2CCN(c3ccc(Cl)cc3)CC2)c1O	-1	-25	2	-1.5	-3	-2	5	-6	13	2
O=C(COc1ccc(C(=S)N2CCC(Cc3ccccc3)CC2)cc1)N1CCOCC1	0	2	-8	-1.6	1	0	-2	9	-2	-5
CCCOc1ccccc1C1NC(=O)NC(C)=C1C(=O)OCCOCC (stereo unspecified)	-2	5	-6	1.2	0	2	0	-1	8	-3
COc1cc([N+](=O)[O-])cc2cc(C(=O)N3CCCC3)c(=O)oc12	3	1	3	0.2	5	-5	5	-4	5	-6
COc1cc(CNc2nnnn2C)ccc1OCc1ccc(F)cc1Cl	-8	8	-2	-2.7	-7	-3	4	8	-2	-1
Cc1cc(C(=S)N2CCOCC2)c(C)n1-c1ccc(Cl)cc1	1	0	3	-0.1	-2	0	-3	4	5	7
O=C1CCCN1c1ccc(CNS(=O)(=O)c2ccc(F)cc2)cc1	0	9	0	-2.0	2	-1	2	2	-4	2
CCCn1c(C(O)c2ccc(OC)c(OC)c2)nc2ccccc21 (stereo unspecified)	-7	-2	-8	-0.7	-1	-3	0	1	-1	3
Cc1cc(NS(=O)(=O)c2ccc(NC(=O)/C=C/c3ccc(Br)cc3)cc2)no1	1	-47	68*	-0.7	-4	0	2	20	-19	-56
CN1c2ccccc2C(=O)NC1c1ccc([N+](=O)[O-])s1 (stereo unspecified)	-8	-5	3	0.7	2	-6	5	8	-3	-1
c1csc(CNc2ncnc3ccc(-c4ccc5c(c4)OCO5)cc23)c1	32*!	-77	5	-0.2	-1&8&-1	2	2&26&30	11	-1	-6&-17&-20
OCCNc1nc2ccccc2nc1NCCO	-6	-1	-2	-0.6	-4	-1	-2	-6	7	9
O=C1C(c2ccc(F)cc2)N(Cc2ccc3c(c2)OCO3)C(=O)CN1C1CCCCCC1 (stereo unspecified)	-3	0	-4	1.9	3	-2	-5	-4	11	-4
CN(C)c1cccc(NC(=O)c2cccc3c(-c4ccc(F)c(F)c4)coc23)c1	4	.	10	0.0	1	-3	-4	8	2	-4
O=C(NC1CCSc2ccccc21)c1cccc(Cl)c1 (stereo unspecified)	-3	-8	0	-0.7	8	-1	-4	5	15	-14
CC(C)Sc1nc2c(cnn2-c2ccc(Cl)cc2)c(=O)[nH]1	5	-11	5	-1.1	1	0	10	1	11	0
CC1(C)CC2CC(C)(CN2S(=O)(=O)c2cccc(C(=O)O)c2)C1 (stereo unspecified)	-5	-3	7	-0.4	-4	3	10	-1	1	-2
COc1ccc(NC(=O)CSc2nc3nc(C)cc(C)c3c(=O)[nH]2)cc1	3	-3	10	-0.4	-6	-2	1	1	1	-1
Cc1cc(C)c(NC(=S)N(CCCN2CCN(C)CC2)Cc2cccs2)c(C)c1	2	2	-9	-0.2	-3	-1	0	-3	-4	1
CCCCCCN1CCN(C2CN(Cc3cn(Cc4cccc(C(F)(F)F)c4)nn3)S(=O)(=O)C2)CC1 (stereo unspecified)	-3	.	-2	0.0	-3	-7	-5	12	8	-7
C/C(=N\OCC(=O)NC(C)C)c1cccs1	1	-5	-3	-0.3	-7	-2	3	0	-3	3
CC(=O)Nc1cc(-c2ccc(N3CCN(C)CC3)cc2)cn2c(-c3ccc(S(C)(=O)=O)cc3)cnc12	0	.	3	-1.2	1	1	-1	69*	74*	0
COc1cccc(OCCNC(=O)c2ccccc2Sc2ccccc2C#N)c1	-3	-13	-4	-1.1	3	-5	-2	-3	3	-6
CCc1ccc(N2CC(C(=O)OCC(=O)N(CC)c3c(N)n(Cc4ccccc4)c(=O)[nH]c3=O)CC2=O)cc1 (stereo unspecified)	-2	2	3	-2.2	2	-2	0	0	11	-20
COc1ccc(/C=N/NC(=O)Nc2ccc3nsnc3c2)c(OC)c1	1	-7	3	-0.3	4	-4	9	5	9	2
CN1CCN(c2nc3c(c(=O)n(C)c(=O)n3C)n2Cc2ccccc2)CC1	-1	-11	-8	-0.9	-7	1	-1	17	-7	-2
CCc1ccc(NC(=O)CSc2nc(=O)n(CCCN3CCOCC3)c3c2CCCC3)cc1	-2	0	-8	0.8	1	-3	-2	-6	-10	-1
CC(C)/C(=N\NS(=O)(=O)c1ccc(Br)cc1)c1cccs1	0	6	7	-2.8	-1	4	-1	-8	-13	-1
Nn1c(SCC(=O)NCCCc2ccccc2)nnc1-c1cccnc1	-5	3	-1	2.7	-2	-2	1	-8	1	-2
Clc1ccc(-n2nnnc2-c2ccccc2)cc1Cl	-5	-2	-4	-1.9	1	-3	-3	-2	-1	-4
Cc1ccc(F)cc1NC(=O)CSc1n[nH]c(N)n1	5	1	1	0.2	1	-1	1	-11	-2	6
O=C(N/N=C/C=C\c1ccco1)c1cccs1	7	.	22	-5.2	-1	5	-2	-7	-6	21
CSc1cccc(CNC(=O)C2CCC(=O)N(CC3CCCCC3)C2)c1 (stereo unspecified)	-6	2	-6	-1.1	-1	-3	0	-11	12	-8
